# GRP78 ERSR act: ER stress response induction in glioma; Potency, µM, inactives show top-dose activation, most hits filed as activators; U87-MG GRP78 promoter luciferase reporter, 16 h; AID 602332; hit rate 0.02% among 420,000; also: potency is read from the fitted curve at half-maximal effect; series mostly up to about 76 µM; % of control where 0% means no effect; nearly all actives have a fitted effect of over 35% in size
#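 Stably transfected U87-MG glioma cells carrying a GRP78-based luciferase sensor; 16 h compound incubation. Luminescence end-point read 10 min after Bright-Glo addition at room temperature.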
# Vif-APOBEC3F blk: blocks the Vif interaction with APOBEC3F. HeLa A3F-eYFP + Vif (tagged APOBEC3F with the HIV-1 protein that degrades it), YFP fluorescence increase. Potency, µM (highest dose often 46.1 µM), without a hit: at the highest dose activity, negative = active. hit rate 0.2% among 390,000; also: potency is read from the fitted curve at half-maximal effect; % of control where 0% means no effect; nearly all actives have a fitted effect of over 65% in size
#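 HeLa cells stably expressing A3F-eYFP plus Vif, plated and incubated overnight at 37 deg C, then exposed to compounds overnight at 37 deg C. Blocked degradation read as raised yellow fluorescence (Ex 488/Em 500-530).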
# LDHA block: inhibitors of human lactate dehydrogenase A; purified LDHA, NADH/diaphorase-resazurin fluorescence; hits give low values; activity change, % (values are at about 110 or 230 µM); hit rate 0.15% among 480,000; AID 1347041; in the data active = activity change below about -30%; inconclusive = mostly about -25% to -30%;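 also: plate controls were DMSO wells for no effect and wells without enzyme for full effect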
#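 Human LDH5 (2 nM) was incubated with 0.06 mM NADH and 0.2 mM pyruvate for 5 min at room temperature in Tris pH 7.4. Remaining NADH was coupled through diaphorase/resazurin, and resorufin fluorescence was read at 0 and 20 min.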
# RXFP1 agonist: RXFP1 (human) receptor agonism; HEK293T-RXFP1 cAMP TR-FRET, 30 min; response scale: percent of porcine relaxin response, buffer zero; Potency, µM (doses to about 57.5 µM), for the others: top-dose activation, most hits filed as activators; hit rate 0.3% among 370,000; AID 2676; also: potency is read from the fitted curve at half-maximal effect; % is scaled to controls: 0 for no effect and ±100 for the full control effect; nearly all actives have a fitted effect of over 60% in size; many of its hits are not listed in these tables
#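 HEK293 cells stably expressing RXFP1, treated 30 min at 37C with compounds plus PDE4 inhibitor Ro 20174; cAMP measured by HTRF TR-FRET. Normalized to buffer and 29 nM porcine relaxin; EC50 by Hill fit.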
# D1 PAM: enhances dopamine response at the human D1 receptor; AID 504651; HEK293 TREx D1 cells, calcium flux, dopamine EC20 potentiation; P21728; hit rate 0.036% among 360,000; potentiation, % at 10 µM; in the data active = potentiation above about 30%; also: 0% is about no effect
# Target sequence (P21728 whole entry, looked up): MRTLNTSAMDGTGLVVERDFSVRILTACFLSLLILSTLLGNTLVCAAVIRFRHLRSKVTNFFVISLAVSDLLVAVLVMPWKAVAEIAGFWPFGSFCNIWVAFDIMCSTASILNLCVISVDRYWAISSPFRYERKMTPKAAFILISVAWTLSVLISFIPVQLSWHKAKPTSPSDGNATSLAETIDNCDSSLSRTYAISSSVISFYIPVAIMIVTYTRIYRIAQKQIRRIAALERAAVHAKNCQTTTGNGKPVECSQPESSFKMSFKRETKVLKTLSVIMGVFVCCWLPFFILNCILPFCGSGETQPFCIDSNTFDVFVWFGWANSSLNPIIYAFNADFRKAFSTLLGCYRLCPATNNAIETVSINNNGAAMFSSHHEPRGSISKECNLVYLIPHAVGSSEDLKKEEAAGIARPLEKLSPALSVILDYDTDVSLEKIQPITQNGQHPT
# D2 potentiator: D2 dopamine receptor (human) potentiation; hit rate 0.34% among 340,000; AID 485347; P14416; HEK293 T-REx D2, calcium flux, EC20 dopamine potentiation; potentiation, % at 10 µM;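 active = potentiation over 3 SD above the plate norm, cut at about 30% in these data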; also: 0% is about no effect
# Target sequence (P14416 whole entry, looked up): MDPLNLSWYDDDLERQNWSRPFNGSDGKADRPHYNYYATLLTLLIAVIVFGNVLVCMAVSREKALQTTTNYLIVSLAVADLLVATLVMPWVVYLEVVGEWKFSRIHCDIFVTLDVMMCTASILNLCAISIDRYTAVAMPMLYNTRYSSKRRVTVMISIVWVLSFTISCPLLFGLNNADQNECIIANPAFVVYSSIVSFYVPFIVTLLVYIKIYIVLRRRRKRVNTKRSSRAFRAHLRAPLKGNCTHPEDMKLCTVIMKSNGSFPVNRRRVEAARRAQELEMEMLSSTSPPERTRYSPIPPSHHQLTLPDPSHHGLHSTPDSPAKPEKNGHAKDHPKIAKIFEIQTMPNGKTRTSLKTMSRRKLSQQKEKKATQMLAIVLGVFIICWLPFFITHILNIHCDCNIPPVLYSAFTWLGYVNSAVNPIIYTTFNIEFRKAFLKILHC
#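 Potentiation of an EC20 dopamine calcium response measured kinetically over 180 s, after a preceding 180 s compound-only read flagging agonists. Cells: inducible Hek293 Trex D2 line, 4000/well, cultured overnight at 30 C before dye loading.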
# D1 ag: human D1 receptor agonism; activation, % at 2 µM; P21728; hit rate 1% among 360,000; HEK293 T-REx D1 cells, calcium flux, agonist mode; in the data active = activation above about 30%; also: 0% is about no effect
#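 Tetracycline-induced HEK293 TREx D1 cells, force-coupled to calcium signalling, were dye-loaded with a no-wash calcium kit. Compound was pin-added after a 10 s baseline. Fluorescence was read kinetically at 1 cycle/s for 180 s, with calcium rises flagged as agonism.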
# Vif-A3G inh: Vif-A3G binding inhibition | Q9HC16 | Potency, µM (series often up to 46.1 µM), for inactives: at the highest dose activity, negative = active, hits mostly inhibitors | hit rate 0.076% among 410,000 | AID 602310 | HeLa A3G-eYFP + Vif (tagged APOBEC3G with the HIV-1 protein that degrades it), YFP fluorescence, overnight;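 also: potency is read from the fitted curve at half-maximal effect; % is scaled to controls: 0 for no effect and ±100 for the full control effect; nearly all actives have a fitted effect of over 60% in size; hits raise eYFP signal because A3G escapes Vif-driven loss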
#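 Read-out is eYFP fluorescence (Ex 488/Em 500-530) from Vif-expressing HeLa A3G-eYFP cells; more signal means A3G escaped Vif-mediated degradation. Cells plated overnight, compound pinned in, incubated overnight at 37 deg C.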
# D1 antagonist: blocks dopamine activation of the human D1 receptor; P21728; hit rate 3.2% among 360,000; AID 504652; activity change, negative = inhibition, % at 10 µM; HEK293 TREx D1 cells, calcium flux, dopamine EC80; hits give low values; in the data active = activity change below about -30%; also: % is scaled to controls: 0 for no effect and ±100 for the full control effect
#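 Kinetic fluorescence of a calcium dye serves as the read-out. D1-expressing Hek293 Trex cells, induced overnight at 30 C, are exposed to compound for 180 s before an EC80 dopamine addition, then read 180 s further.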
# * = called active by the depositor; ? = inconclusive; nt = not tested or not shown; & = joins results of further samples. Unless noted, calls follow the shape of the dose curve; as a rule, active = well fitted curve in the direction sought with a large enough effect; inconclusive = small, poorly fitted or top-dose-only effect, or another doubt; inactive = no such curve, though single readings can be large; an effect the other way counts as inactive or inconclusive.
SMILES,GRP78 ERSR act,Vif-APOBEC3F blk,LDHA block,RXFP1 agonist,D1 PAM,D2 potentiator,D1 ag,Vif-A3G inh,D1 antagonist
CN(C)S(=O)(=O)c1ccccc1N=C=S,-5%,3%,-1,1.0%,1,0,3,2%,11
CSc1ccccc1C(=O)NCCSc1ccc(C)cc1,-1%,8%,3,-1.2%,5,5,5,1%,7
CCOc1ccc(N2C(=O)C3C(c4ccc(OC)cc4OC)NC(CCSC)(C(=O)OC)C3C2=O)cc1 (centres undefined),1%,-2%,-4,-0.2%,0,-9,0,4%,-6
Cc1ccc(-n2nc(-c3ccccc3)c3cnc4cc5c(cc4c32)OCO5)cc1C,-4%,-2%,2,28%,-2,29,-1,2%,9
COC(=O)c1c(C)cc(O)cc1O,0%&1%,3%,4,nt,nt,nt,nt,2%,nt
COc1ccc(OC)c(CNC(=O)CCS(=O)(=O)c2ccc3c(c2)oc(=O)n3C)c1,-4%&-1%,2%&1%,-2&-2,2.6%&-6.4%,1&-5,0,0&0,3%&0%,-7&-15
N=c1n(Cc2ccccc2)c2ccccc2n1CC(O)COc1ccccc1 (centres undefined),-6%,-10%,-3,0.6%,-8,-4,25,4%,-31*
O=C1c2c(O)cc(O)cc2O[C@H](c2ccc(O)c(O)c2)[C@@H]1O,nt,nt,nt,0.4%,-1,11,2,nt,0
O=C(CN1CCN(S(=O)(=O)c2ccc(Br)cc2)CC1)Nc1ccc2c(c1)OCCO2,-1%,-4%,-1,0.2%,-3,-8,1,3%,-11
Cc1nc2ccc(NC(=O)Cc3cccc(F)c3)cc2s1,10%,0%,8,-0.8%,-4,-1,2,6%,6
Cc1cc(C(=O)CCl)c(C)n1CCc1ccc(Cl)cc1,?,12%,-3,-1.8%,-7,-4,-3,?,nt
COc1ccc(CN2[C@@H](CC(C)=O)c3cc(C(F)(F)F)ccc3S2(=O)=O)cc1,-3%&1%,-8%,3,nt,nt,nt,nt,1%&2%,nt
CC(=O)Nc1cccc(C(=O)OCC(=O)NC(=O)Cc2ccccc2)c1,-3%,-3%,-2,0.3%,6,2,0,0%,-33*
COCCNC(=O)Cn1ncc2ccsc2c1=O,-1%,-3%,-8,0.3%,-6,2,1,4%,-8
O=C(COC(=O)c1ccco1)NCc1cccs1,2%,3%,-2,-0.4%,-9,-5,3,2%,-2
COC(=O)C1=C(C)N(c2ccc(C)cc2)/C(=C/c2ccc(O)cc2)C1=O,15%,-14%,-2,-0.5%,0,1,0,-5%,1
COc1cc(Cl)c(C)cc1NC(=O)c1nn(C)c2c1CSc1ccccc1-2,-1%,-1%,-4,0.6%,-2,-2,1,-1%,11
CCn1cc(Br)c(C(=O)Nc2cccc(Cl)c2)n1,2%,-15%,5,1.4%,-4,1,-1,-2%,-7
Cc1nn2cnnc2c(C)c1Cc1c(F)cccc1Cl,-3%,-1%,-4,0.1%,7,1,1,1%,-4
CCOC(=O)c1ccc(N=Cc2nc(-c3ccccc3)oc2OC(C)=O)cc1,2%,-3%,-10,3.2%,-5,-7,0,-4%,10

# Overlap with the part before: two entries, then new ones.
SMILES,GRP78 ERSR act,Vif-APOBEC3F blk,LDHA block,RXFP1 agonist,D1 PAM,D2 potentiator,D1 ag,Vif-A3G inh,D1 antagonist
Cc1nn2cnnc2c(C)c1Cc1c(F)cccc1Cl,-3%,-1%,-4,0.1%,7,1,1,1%,-4
CCOC(=O)c1ccc(N=Cc2nc(-c3ccccc3)oc2OC(C)=O)cc1,2%,-3%,-10,3.2%,-5,-7,0,-4%,10
Cc1ccc(C(=O)N(CC(=O)NC2CCCC2)c2cccc(F)c2)s1,1%,-4%,-7,0.3%,nt,3,2,-2%,-12
CCN(C(=O)Cn1c(SCC(=O)Nc2ccc(OC)cc2)nc2ccccc21)c1cccc(C)c1,-2%,1%,-4,2.0%,0,-3,6,-2%,8
CCOc1cc(CNC2CCCC2)c(Cl)cc1OCC(=O)Nc1ccccc1,-1%,-1%,-4,-1.3%,-5,-4,12,2%,-5
COc1ccc(CCNC(=O)Cn2c(=O)nc(-c3ccccc3)c3cc(Cl)ccc32)cc1OC,-2%,5%,6,3.0%,0,4,-1,1%,6
Cc1cc(C(=O)OC(C)C(=O)NC2CCCCC2)c(C)o1 (centres undefined),-3%,0%,-3,0.1%,nt,nt,-1,0%,-4
CN(CC(=O)Nc1cccc(F)c1)CC(=O)Nc1ccccc1[N+](=O)[O-],0%,-10%,0,2.4%,-14,3,23,-10%,-28
CCC(=O)N1c2ccc(S(=O)(=O)NCCc3ccc(OC)c(OC)c3)cc2CC1C (centres undefined),-3%,4%,-1,-1.4%,-4,5,11,-1%,-16
CCN(CC)CCN(C(=O)c1ccc(S(=O)(=O)N2CCOCC2)cc1)c1nc2cc3c(cc2s1)OCCO3,-3%,3%,0,3.7%,-5,-5,4,-5%,4
O=c1cc(COc2ccccc2[N+](=O)[O-])nc2sccn12,1%,3%,-3,9.0%,5,-5,2,0%,13
CCSc1nnc(NC(=O)CSc2nc3c(c(=O)n2CC)SC(C)C3)s1 (centres undefined),-3%,5%,-5,0.1%,9,29,3,2%,-8
COc1ccc(CNCc2ccc3c(c2)OCO3)c(OC)c1OC,-2%,-28%,-13,0.3%,4,4,7,0%,-6
CC(C)N(Cc1ccccc1)C(=O)CCc1ccccc1,-1%,-3%,0,0.3%,2,-4,1,1%,5
Cc1ccc(NC2CC(C)NC(=S)N2)cc1 (centres undefined),-4%,-14%,5,-0.2%,-5,-2,0,2%,-1
COc1cc(CC(=O)OCC(=O)Nc2cc([N+](=O)[O-])ccc2F)cc(OC)c1OC,-3%,-6%,-11,-0.5%,1,16,8,2%,-12
CC1Cc2cc(S(=O)(=O)NCc3ccccc3)ccc2N1C(=O)C1CCC1 (centres undefined),-3%&-2%,-1%&1%,0&3,-4.4%&3.6%,-8&-2,11&5,13&14,14%&-5%,-7&-9
Cc1ccccc1C(=O)Nc1sc2c(c1C(=O)N1CCCCC1)CCC(C(C)(C)C)C2 (centres undefined),-1%,1%,-4,-0.3%,0,nt,-1,3%,-8
O=C(CCOc1ccccc1)N(Cc1cccnc1)c1nc2c(Cl)cccc2s1,2%,0%,-6,-0.2%,-2,-5,8,-8%,nt
c1ccc2c(c1)CN1CCCC1=N2,-11%&-4%&-1%,21%,-9,1.0%,-6,-15,1,5%,-11
Cc1ccc(C(=O)O)cc1NS(=O)(=O)c1ccc2ccccc2c1,0%,0%,-3,-0.6%,5,4,4,0%,-24
CSCCC(NS(=O)(=O)/C=C/c1ccccc1)C(=O)N1CCC(C)CC1 (centres undefined),-5%,-5%,1,1.6%,-3,-3,0,4%,11
O=[N+]([O-])c1cc([N+](=O)[O-])c(Oc2ccc(F)cc2)cc1NN1CCCCC1,-4%,-6%,-1,-3.4%,-4,10,0,-1%,-4
COC(=O)CSc1ccc(S(=O)(=O)N2CCOCC2)cc1[N+](=O)[O-],?,-16%,-10,4.3%,1,7,1,-13%,-7
Cc1ccc(C)c(C(=O)COc2ncnc3ccccc23)c1,2%,6%,-5,3.5%,-5,-1,2,4%,-2
NS(=O)(=O)c1ccc(NC(=O)c2cccc3ccccc23)cc1,-6%,1%,-8,1.8%,-7,-14,0,-7%,-36*
CC(=O)OC1COC(n2c(O)c(N=NC(N)=S)c3ccccc32)C(OC(C)=O)C1OC(C)=O (centres undefined),-4%,-1%,2,-2.0%,3,-14,2,8%,15
Cc1c(NC(=S)N/N=C/c2ccc(O)cc2)c(=O)n(-c2ccccc2)n1C,-3%,-7%,-2,-1.3%,1,0,1,1%,-5
O=C(NC(=S)Nc1cccc(-c2ccc(CO)o2)c1)c1cccs1,3%,-4%,-5,-0.1%,-2,1,4,0%,0
COc1cccc(-c2nc(N3CCC(C)CC3)c3ccccc3n2)c1O,-5%,5%,5,2.8%,5,0,1,0%,11
COc1ccc(C(=O)Nc2nc3ccc4nc(C)sc4c3s2)cc1,-4%,-3%,-2,0.2%,-2,-6,3,4%,-15
Cc1cc(-c2ccc(NS(=O)(=O)c3ccccc3)c(C)c2)ccc1NS(=O)(=O)c1ccccc1,-3%,1%,-11,nt,nt,nt,nt,-7%,nt
COc1cc(C)ccc1OCc1cc(C(=O)N2CCN(C)C[C@@H]2c2ccccc2)no1,?,-16%,1,2.2%,-3,-7,2,6%,-18
COCCN(Cc1ccccc1)C(=O)c1cccc(S(=O)(=O)N2CCN(c3ccc(F)cc3)CC2)c1,-5%,-12%,0,0.8%,-1,-11,1,1%,-9
Cc1cccc(C(=O)NCCNC(=O)c2ccco2)c1,-2%,6%,-4,-1.5%,nt,5,8,-1%,8
O=C(NCc1ccc(Cl)cc1)c1cnc(N2CCCCC2)c2ccccc12,-4%,3%,-3,6.2%,1,1,0,3%,-7
COc1ccc(C(=O)N2CCCC(Nc3ccc(C)c(C)c3)C2)c(OC)n1 (centres undefined),-4%,2%,5,1.9%,-1,18,4,-6%,0
Cc1ccc2c(CC(=O)OC(C)C(=O)NCc3ccc4c(c3)OCO4)coc2c1 (centres undefined),-1%,1%,-8,1.8%,-3,0,9,-7%,-32*
CCCN(CCC)CCCNC(=O)Cn1cnc2sc(C)c(S(=O)(=O)N3CCCCC3)c2c1=O,-4%&-2%,12%&-13%,-7&-4,0.4%&-2.7%,-4&1,-13&-4,2&-2,9%&0%,0&8
COc1ccc(CNS(=O)(=O)c2ccc(C)cc2)cc1,4%&1%,0%,-5,nt,nt,nt,nt,0%&-1%,nt
COC(=O)c1ccc(C(c2c(C)n(C)n(-c3ccccc3)c2=O)c2c(C)n(C)n(-c3ccccc3)c2=O)cc1,-1%,3%,2,-0.3%,-8,6,1,-12%,8
Cc1ccc(SC[C@H](Cc2ccccc2)N2CC[C@@H](NC(=O)OCc3ccccc3)CCC2=O)cc1,-2%,nt,nt,1.9%,1,-6,3,1%,10

# Copied from the list:
# LDHA block result of COC(=O)c1ccc(C(c2c(C)n(C)n(-c3ccccc3)c2=O)c2c(C)n(C)n(-c3ccccc3)c2=O)cc1 reads 2
# Vif-A3G inh result of COc1cc(C)ccc1OCc1cc(C(=O)N2CCN(C)C[C@@H]2c2ccccc2)no1 reads 6%

# Some of the compounds tested; the hit share may differ from the screen's.
